Source: PubChem
Anthrax LF inh2: blocks Bacillus anthracis lethal factor protease | P15917 | multiplex microsphere protease cleavage assay, LF | inhibition, % at 10 µM | 0.12% of 360,000 active; also: plate controls were buffer without enzyme for full effect and enzyme alone for no effect
Target sequence (P15917 whole entry, looked up): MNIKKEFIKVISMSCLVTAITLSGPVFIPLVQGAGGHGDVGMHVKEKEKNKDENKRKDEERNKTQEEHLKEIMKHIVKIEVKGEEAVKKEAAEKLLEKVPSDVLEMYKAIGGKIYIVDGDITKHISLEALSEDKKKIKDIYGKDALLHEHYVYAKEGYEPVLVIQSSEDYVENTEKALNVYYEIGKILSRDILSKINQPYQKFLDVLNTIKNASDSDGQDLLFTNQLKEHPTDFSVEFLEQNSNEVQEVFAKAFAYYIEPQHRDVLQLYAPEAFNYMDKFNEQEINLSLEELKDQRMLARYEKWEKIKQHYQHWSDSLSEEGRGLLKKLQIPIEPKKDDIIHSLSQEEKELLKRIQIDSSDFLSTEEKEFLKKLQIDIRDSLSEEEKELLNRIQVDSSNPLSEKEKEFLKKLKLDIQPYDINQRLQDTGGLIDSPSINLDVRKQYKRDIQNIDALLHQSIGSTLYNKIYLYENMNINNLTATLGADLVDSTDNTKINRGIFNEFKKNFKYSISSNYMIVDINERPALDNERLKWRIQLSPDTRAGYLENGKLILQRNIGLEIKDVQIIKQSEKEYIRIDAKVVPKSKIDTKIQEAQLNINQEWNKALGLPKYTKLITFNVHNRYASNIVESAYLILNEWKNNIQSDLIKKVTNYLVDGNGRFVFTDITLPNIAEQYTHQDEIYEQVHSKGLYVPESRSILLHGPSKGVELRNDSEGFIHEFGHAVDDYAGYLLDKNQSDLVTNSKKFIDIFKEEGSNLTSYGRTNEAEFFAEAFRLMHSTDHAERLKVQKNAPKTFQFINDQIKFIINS
CCHFV vOTU inh: CCHFV vOTU protease inhibition; Pep-AMC fluorescence; inhibition, % at 11.5 µM; 0.55% of 370,000 active; in the data active = inhibition above about 30%; also: 0% = vehicle wells with enzyme and 100% = no enzyme wells
PrPC surface inh: reduces human prion protein on the cell surface | cell surface PrPC, TR-FRET read-out | inhibition, % at 13.8 µM | P04156 | 0.43% of 370,000 active; in the data active = inhibition above about 24%; also: 0% = median of the test wells and 100% = reference compound wells
MazF activator: increases E. coli MazEF RNase cleavage of RNA | AID 504720 | activation, % at 20 µM | FAM/BHQ RNA-DNA oligo cleavage fluorescence, 5 h | P0AE70 | 0.32% of 350,000 active; in the data active = activation above about 50%
VHR inh abs: inhibitors of human VHR1 phosphatase (DUSP3) | P51452 | recombinant VHR phosphatase, pNPP absorbance | inhibition, % at 13.3 µM | 0.52% of 290,000 active | AID 1654; in the data active = inhibition above about 50%; also: some compounds called inactive have numbers as strong as hits
Target sequence (P51452 whole entry, looked up): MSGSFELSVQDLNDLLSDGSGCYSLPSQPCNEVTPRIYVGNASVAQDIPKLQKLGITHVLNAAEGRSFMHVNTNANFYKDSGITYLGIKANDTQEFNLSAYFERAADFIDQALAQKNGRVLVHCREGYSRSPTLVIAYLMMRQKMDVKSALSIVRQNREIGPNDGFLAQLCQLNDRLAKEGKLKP
SSB-PriA inh: inhibitors of Klebsiella pneumoniae PriA binding to SSB C-terminal tail | AlphaScreen SSBct-PriA binding, biotinylated peptide | inhibition, % at 33 µM | 0.6% of 430,000 active; in the data active = inhibition mostly above about 37%, no sharp cut-off; inactive = mostly below about 20%;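 also: plate controls were negative control peptide for no effect and reference peptide for full effect; strong numbers were not always called active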
Rv3671c inh: Rv3671c (M. tuberculosis) protease inhibition; 0.048% of 320,000 active; inhibition, % at 5.96 µM; P9WHR9; in the data active = inhibition above about 38%;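 also: extracellular domain of Rv3671c used as enzyme; 0% = enzyme with DMSO and 100% = no enzyme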
BoNT-F LC inh: blocks Botulinum neurotoxin F light chain protease; Multiplex microsphere protease cleavage assay, flow cytometry; inhibition, % at 10 µM; 0.22% of 360,000 active; AID 588497; in the data active = inhibition above about 35%, passing the limit was not always enough; also: plate controls were buffer without enzyme for full effect and enzyme alone for no effect
BoNT A protease: BoNT A light chain protease inhibition. multiplex microsphere protease substrate cleavage, flow cytometry. inhibition, % at 10 µM. 0.17% of 360,000 active. AID 588499; also: plate controls were buffer without enzyme for full effect and enzyme alone for no effect
3CLpro inhibitor: SARS-CoV 3CLpro protease inhibition | P0C6X7 | recombinant SARS-CoV 3CLpro, quenched FRET peptide cleavage | inhibition, % at 6 µM | 0.14% of 290,000 active; in the data active = inhibition above about 12%
* = called active by the depositor; · = no result given; & = joins results of further samples. Rule as the data show it, unless noted: active = inhibition above about 30%; inconclusive = no clear call, values can overlap the other calls; inactive = below that.

Structure	CCHFV vOTU inh	SSB-PriA inh	PrPC surface inh	VHR inh abs	BoNT A protease	3CLpro inhibitor	MazF activator	Anthrax LF inh2	Rv3671c inh	BoNT-F LC inh
O=C(NCc1ccc(F)cc1)C(=O)NCC1OCCN1C(=O)c1ccc(Cl)cc1 (configuration not stated)	2	6&-4	0	8	0.3	-4	9	-4	-4	2
O=C(Cn1nc(-c2ccccc2)ccc1=O)N1CCC2(CC1)OCCO2	1	6	-5	-14	-0.4	4	-5	-3	1	-3
Cn1nc(C(=O)NNC(=O)c2ccccc2F)c2ccccc2c1=O	-8	-8	-2	·	0.2	·	2	-4	3	-5
COc1cc(O)c(C(C)=O)c(CC(=O)O)c1	-6	-26	-1	-5	0.7	·	-2	-4	5	12
COc1ccccc1NC(=O)c1c(N=Cc2cccc([N+](=O)[O-])c2)cnn1C	-10	0	-6	-7	-0.3	1	-11	-2	-4	-5
CCOc1ccc(C(O)c2nccn2C)cc1 (configuration not stated)	-14	-6	-1	28	1.9	1	-3	-6	-2	7
CSc1nnc(Cn2c(=O)sc3ccccc32)n1CCc1ccccc1	-1	-5	-2	-4	-0.1	-1	0	5	-3	9
Cc1cccc(CCNC(=O)CCc2nc(-c3ccccc3F)no2)c1	23	-23	6	-13	0.1	-5	-7	-4	4	-7
CC1CCN(CCC(=O)Nc2ccc(Cl)cc2)CC1	9	2	-2	16	-0.9	6	6	3	7	-14
O=C(C1CC(c2ccccc2O)=NO1)N1CCC2(CC1)OCCO2 (configuration not stated)	-11	-8	3	39	6.1	2	1	0	3	7
Cc1ccc(Nc2nc(Cl)nc(NC3CCCCC3)n2)cc1	25	-7	-5	-2	0.8	5	1	-8	-21	18
Cc1cccc(-n2cc(CN3CCCN(C=O)CC3)c(-c3cccc(F)c3)n2)c1	-6	-1	1	5	-0.8	3	-12	-3	11	-10
CCn1c(=O)cc(SCC(=O)Nc2ccc3c(c2)OCO3)c2ccccc21	·	7	·	-5	0.7	-1	-13	3	-3	1
CNCC[C@H](Oc1cccc2ccccc12)c1cccs1	-1	-1	-13	16	-0.8	-1	12	0	-1&2	-18
COc1ccc(-c2oc3c(c2-c2cnc(OC)nc2)C(O)CC3)cc1 (configuration not stated)	0	·	-7	·	-0.7	·	·	-7	·	6

Carrying on.
Structure	CCHFV vOTU inh	SSB-PriA inh	PrPC surface inh	VHR inh abs	BoNT A protease	3CLpro inhibitor	MazF activator	Anthrax LF inh2	Rv3671c inh	BoNT-F LC inh
Cc1oc(/C=N/NS(=O)(=O)c2ccccc2)cc1Br	0	·	-2	-4	0.0	4	4	2	-4	2
Cc1c(C(=O)Nc2ccc(S(=O)(=O)Nc3ncccn3)cc2)oc2ccc(Cl)cc12	-3	4	-1	-2	1.0	2	-1	1	-4	1
CCOc1ccc(CNCCc2ccc3c(c2)OCO3)cc1	0	-4	-16	6	-1.9	1	11	-3	7	-43
Nc1ccc2nn(-c3cc([N+](=O)[O-])ccc3O)nc2c1	10	-12	-10	1	1.6	-8	9	4	-8	10
COC(=O)Cc1[nH]c(Cl)nc1C(N)=O	-4	-6	6	9	·	4	-16	·	-9	·
CC(=O)c1cccc(NC(=O)N2CC(C)OC(C)C2)c1 (configuration not stated)	-9	-14	-6	32	7.3	-1	3	8	4	10
O=C(O)C1C2CCC(CC2)C1C(=O)O (configuration not stated)	-6	6	12	·	0.2	·	-5	-2	·	3
O=C(Nc1nnc(SCc2cccc3ccccc23)s1)C1COc2ccccc2O1 (configuration not stated)	4	-8	-2	30	-0.1	3	-3	1	-61	-5
O=C(CSc1nnc(-c2cccnc2)o1)Nc1ccccn1	9	-20	-3	18	0.2	5	5	-3	-12	-5
Cc1ccc2nc(/C(C#N)=C/c3ccc(-c4ccccc4C(=O)O)o3)[nH]c2c1	7	-18	-14	6	-0.9	-6	-154	-15	0	-8
CN(C)CCCN(Cc1ccc2c(c1)OCO2)C(=O)NC1CCCCC1	8	-16	2	-4	-0.4	2	0	-1	3	-5
NC(=O)NOCc1c(F)cccc1Cl	-7	-7	5	8	-1.3	-5	7	-1	10	-8
CCOc1ccc(N(C)S(=O)(=O)c2cc(-c3cc(C)no3)ccc2CC)cc1	24	-3	6	-22	-0.1	2	9	0	-7	1
C=CS(=O)(=O)c1c2cc(OC)ccc2nc2ccc(OC)cc12	-28	-10	-10	·	23	·	-106	25	·	18
Cn1nccc1C(=O)N1CCCC(C(=O)c2ccc(C(F)(F)F)cc2)C1 (configuration not stated)	-15	6	2	18	2.0	-1	0	3	-7	-4

(list continues)
Structure	CCHFV vOTU inh	SSB-PriA inh	PrPC surface inh	VHR inh abs	BoNT A protease	3CLpro inhibitor	MazF activator	Anthrax LF inh2	Rv3671c inh	BoNT-F LC inh
CCN1CCN(c2ccc(S(=O)(=O)N3CCOCC3)cc2NC(=O)c2ccccc2OC(F)F)CC1	11	-13	-12	·	-0.2	·	2	-1	6	-4
COc1cc(NC(=O)c2cc(-c3ccco3)on2)cc(OC)c1OC	7	2	2	6	-1.2	-2	8	3	-4	13
Cn1c(=O)c2c(nc(SCCCC#N)n2Cc2ccccc2F)n(C)c1=O	4	-1	-5	-36	0.3	2	-8	3	-6	-3
CN1CCc2c(sc(NC(=O)c3cc(Cl)sc3Cl)c2C(N)=O)C1	2	-2	3	17	-0.3	-4	7	-2	2	-4
COC(=O)C(C)C1Sc2ccccc2NC1=O (configuration not stated)	9	-1	-6	2	0.4	-3	0	-8	6	-12
CCOC(=O)N1CCN(C(=O)c2oc3ccc(S(=O)(=O)N4CC(C)CC(C)C4)cc3c2C)CC1 (configuration not stated)	2	-6	-5	30	-1.8	3	-4	-5	8	-13
CCN(CC)c1ccc(S(=O)(=O)N2CCOCC2)cc1NC(=O)COC(=O)c1cccnc1SC	6	8	2	·	-12	·	-5	-7	7	-14
CCOC(=O)[C@@H]1[C@H]2COc3ccc(Br)cc3[C@@H]2N2C(=O)N(c3cccc(C)c3)C(=O)[C@]12C	-4	5	1	-22	-0.1	3	3	-4	-12	2
CC(C)(C)OC(=O)N1CCC(c2c(C(=O)N3CCN(C4CCCCC4)CC3)cnn2-c2ccc(F)cc2)CC1	5	-1	4	2	0.3	-2	5	0	2	-3
CNC(=O)CS(=O)(=O)CC(=O)Nc1cc(OC(C)C)c(Cl)cc1Cl	5	-12	-5	8	0.0	6	-9	8	0	0
COc1ccccc1OC(C)c1nnc(SCC(=O)Nc2c(C)n(C)n(-c3ccccc3)c2=O)n1-c1ccccc1 (configuration not stated)	-7	-18	1	9	4.3	1	3	-1	4	4
CC(=O)N1CCN(CCN=Cc2c(O)n(-c3ccc(C)cc3)c(=S)[nH]c2=O)CC1	-1	6	11	30	-2.2	4	0	-5	-5	20
Cc1ccc(-c2c(C(=O)O)c(C(=O)O)c3n2CCC3)cc1	20	-15	-3	16	-0.4	1	2	-1	1	1
CCN(CC)S(=O)(=O)c1cccc(NC(=O)CSc2nc3ccccc3[nH]2)c1	9	-17	7	26	0.9	2	-5	-1	-18	-5
CC(C)(C)c1ccc(NC(=O)Cn2cnc3cc([N+](=O)[O-])ccc3c2=O)cc1	6	2	-13	13	-0.8	5	10	-2	-18	0

Remaining list, next part:
Structure	CCHFV vOTU inh	SSB-PriA inh	PrPC surface inh	VHR inh abs	BoNT A protease	3CLpro inhibitor	MazF activator	Anthrax LF inh2	Rv3671c inh	BoNT-F LC inh
COc1cc2c(cc1OC)CN(C(=O)Cc1ccc(OC)c(S(=O)(=O)N3CCOCC3)c1)CC2	19	0	6	-7	0.6	3	-7	-4	3	-12
COc1ccc(NC(=O)N/C=C/c2ccco2)cc1	1	-6	8	12	-1.3	-1	12	0	3	-9
Cc1cc(C)cc(OCCNC(=O)C2CCN(S(=O)(=O)c3ccccc3)CC2)c1	5	-13	5	10	-5.0	1	4	-3	-4	-6
COc1ccc(-n2ncc3c(N(C)C4CCCCC4)ncnc32)cc1	13	0	12	33	-0.5	-1	12	3	-9	5
O=C(Cc1ccc(Cl)cc1)Nc1ccccc1C(=O)N1CCCCC1	-1	-7	-6	33	3.8	-4	-4	1	-2	10
CCc1nc(N2CCN(C(=O)c3ccccc3)CC2)c(C#N)c2c1COC(C)(C)C2	-12	1	-3	34	-0.5	-1	0	-1	-1	-6
O=C(NNCc1ccccc1)c1ccccn1	1	-5	-4	·	0.1	·	-11	9	·	-10
CCOC(=O)N1CCN(C(=S)NC2CCCC2)CC1	2	-5	7	2	1.0	6	-2	0	15	0
CS(=O)(=O)N(CC(=O)N1CCOCC1)Cc1ccc(Cl)cc1	-6	-12	8	-2	-0.2	-5	0	1	-8	-16
CN1CCN(S(=O)(=O)c2cc(Cl)c(Cl)cc2Cl)CC1	-13	-9	4	21	0.5	2	2	-14	7	-13
COC(=O)c1ccc(NC(=O)c2cnc3scc(C)n3c2=O)cc1	·	-11	·	7	·	3	·	·	9	·
COc1ccc(NC(=O)CN(C)C(=O)c2cccc(NS(=O)(=O)c3ccc(Br)cc3)c2)cc1	22	-4	8	·	·	·	-3	·	0	·
c1ccc2c(c1)Cn1nc(Cc3nc4c(s3)CCCC4)nc1-2	-2	1	-21	18	-0.2	3	3	-1	2	-9
CCOC(=O)Nc1ccc2c(c1)N(C(=O)CCN(C)C)c1ccccc1CC2	-5	0	-1	6	-5.2	3	-9	5	8	-2
Cc1cc(C)cc(OCC(O)CN2CCN(C(=O)c3ccco3)CC2)c1 (configuration not stated)	-7	4	-1	0	-3.3	-1	-9	-8	-5	5

Additional entries follow.
Structure	CCHFV vOTU inh	SSB-PriA inh	PrPC surface inh	VHR inh abs	BoNT A protease	3CLpro inhibitor	MazF activator	Anthrax LF inh2	Rv3671c inh	BoNT-F LC inh
Cc1ccc2nc3n(c2c1)CCCN3	3	-13	2	·	-0.1	·	-6	3	8	-9
Cc1ccc(N(CC(=O)N=Nc2c(O)[nH]c3ccccc23)S(C)(=O)=O)c(C)c1	1	0	-18	-2	0.0	5	5	0	12	-4
O=C(CC(c1ccccc1)c1ccccc1)Nc1ccc(Cl)cn1	19	-23	29*	23	-0.9	4	6	2	-15	-6
CCc1ccc(NC(=O)CN2CCN(c3ccc(OC)cc3)CC2)cc1	-6	0	6	·	-0.8	·	7	-15	·	-5
Cc1ccc(S(=O)(=O)N(C(=O)c2ccncc2)c2ccc(OC(=O)c3ccncc3)cc2)c(C)c1	-4	-8	4	-1	-0.4	6	-2	-1	-3	-3
O=C1NC2C3CC(c4ccccc43)C12 (configuration not stated)	-13	·	3	·	0.0	·	10	2	·	3
c1ccc2[nH]c3cc4ncnc4cc3nc2c1	11	4	-29	33	3.6	-7	-677	2	-11	2
Cc1ccc(-c2nnn(CC(=O)N(Cc3ccccc3F)C(C(=O)NC3CCCC3)c3ccncc3)n2)o1 (configuration not stated)	12	-12	6	4	-1.9	3	5	-6	4	-67
CCc1cc(C(=O)N2CCCC(C(=O)c3cccc(OC(C)C)c3)C2)n(C)n1 (configuration not stated)	13	-13	11	-19	-1.0	0	-4	-5	3	-11
O=C(c1ccc(-c2ccccc2)cc1)C1CCCN(C(=O)c2ccncc2)C1 (configuration not stated)	-19	-1	5	8	-0.3	7	-2	-20	-7	0
O=[N+]([O-])c1ccc(C23CC4CC(CC(O)(C4)C2)C3)cc1	·	7	·	13	·	-3	·	·	2	·
Cn1c(=O)c(N=O)c(N)n(Cc2ccccc2)c1=S	10	1	-8	·	1.2	·	0	8	15	-7
CCC1CN2CCc3cc(OC)c(OC)cc3C2CC1CC1c2cc(OC)c(OC)cc2CCN1C(=O)C(Cc1c[nH]c2ccccc12)NC(=O)OC(C)(C)C (configuration not stated)	2	3	-3	·	-1.0	·	-30	-4	·	-4
O=S(=O)(c1cccs1)n1cnc2ccccc21	6	-5	5	4	0.5	-1	-3	5	-8	6

A portion of the library; the hit share may differ from the screen's.
